Screening results (PubChem BioAssay)
sdo1 growth: growth rescue of sdo1-depleted yeast, primary screen, S. cerevisiae, bone marrow failure model | 0.21% of 140,000 active | S. cerevisiae sdo1-depleted JHY4D growth rescue, OD600 30 h; stronger effect = higher value; pdr5 snq2 efflux-pump mutant strain | z-score at 10 µM;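 active = z-score above 3 at both the 24 hr and the 30 hr optical density reads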;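 also: z-score against mean and SD of all compound wells on the same plate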
Insulin prom inh: inhibitors of insulin promoter-driven GFP, primary screen, imaging, TRM-6 cells (human fetal islet line), eGFP reporter, cell count | 0.9% of 130,000 active | AID 1273, 2008 | inhibition, % at 2 µM | reporter expression induced with tamoxifen;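 active = inhibition above the mean plus 3 SD, with well images judged a real hit on visual review, cut at about 60% in these data, passing the limit was not always enough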
sdo1 growth Rescue 24 h: recorded beside sdo1 growth, whose call it bears; z-score; S. cerevisiae sdo1-depleted JHY4D growth rescue, OD600; measured here: growth rescue at 24 h;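 0 is the plate mean of compound wells and units are plate SD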
Starred values were filed as active, the others as inactive; i = inactive; x = no result given; & = joins results of further samples; [ ] = another dose, or the depositor's remark.

The line under a structure holds: sdo1 growth	sdo1 growth Rescue 24 h	Insulin prom inh
1	CCNc1c([N+](=O)[O-])c(=O)oc2ccccc12
  x	x	48
2	CC12CCC(=O)N1C(C(=O)OCC(=O)Nc1sccc1C#N)CS2 (stereo not drawn)
  -0.25	-0.16	x
3	Cc1nn(Cc2ccccc2)c(C)c1NC(=O)CSc1nnc(-c2cc(Cl)ccc2O)n1C
  1.1	0.72	-35
4	COC(=O)C1CC(Cl)CN1c1ncc(C(F)(F)F)cc1Cl (stereo not drawn)
  x	x	45
5	S=C(Nc1ccc(N2CCOCC2)cc1)Nc1ccc2nc(-c3ccco3)c(-c3ccco3)nc2c1
  -0.64	-0.04	-19
6	CCOCC(=O)Nc1ccc(S(=O)(=O)Nc2ncccn2)cc1
  1.5	0.86	-317
7	CCCCCn1ccc(=N)cc1
  1.6	1.6	0
8	Cc1c(C(=O)Nc2ccc3c(c2)OCO3)sc2nc(-c3ccccc3)cn12
  -0.92	-0.19	70
9	CC1(C)CC(NC(=O)C(Cl)(Cl)Cl)CC(C)(C)N1
  0.4	0.05	25
10	COc1ccc2c(c1OC)C(=O)N1c3cccc(Cl)c3C(=O)OC21 (stereo not drawn)
  -0.16	0.02	x
11	O=C(CC1CCCCC1)NCCCN1CCOCC1
  0.87	1.1	-23
12	Cn1c(=O)c(S(=O)(=O)C(C)(C)C)c(O)c2ccccc21
  0.91	0.38	14
13	CCOc1ncccc1C(=O)OCc1ccccc1
  -0.22	-0.05	0
14	COC(=O)c1c(-c2ccc(C)cc2)csc1NC(=O)C1CC=CCC1C(=O)O (stereo not drawn)
  1.4	1.6	x
15	COc1cccc2cc(C(=O)N3CCc4ccccc43)c(=O)oc12
  0.02	-0.06	-7
16	COc1ccc(C2C(C(N)=O)=C(C)Nc3nc(-c4ccccc4)nn32)cc1OC (stereo not drawn)
  0.26	0.49	x
17	O=C(NCCc1nnc2ccc(NCc3ccc(Cl)cc3)nn12)c1ccccc1
  x	x	-6
18	NC(=O)c1ccc(NC(=O)CSc2nnc(-c3ccccn3)n2N)cc1
  x	x	36
19	CCC(C)NC(=O)c1cn(-c2cccc(C)n2)cn1 (stereo not drawn)
  0.25	1.1	17
20	CN1CCN(C(=O)c2ccc3c(=O)n4c(nc3c2)CCCCC4)CC1
  -0.19	-0.38	42

Complete entries as entered above.
CN1CCN(C(=O)c2ccc3c(=O)n4c(nc3c2)CCCCC4)CC1 reads sdo1 growth: -0.19; sdo1 growth Rescue 24 h: -0.38; Insulin prom inh: 42
O=C(NCCc1nnc2ccc(NCc3ccc(Cl)cc3)nn12)c1ccccc1 reads sdo1 growth: x; sdo1 growth Rescue 24 h: x; Insulin prom inh: -6

Limited to Insulin prom inh and sdo1 growth, for some of the entries so far:
nr	smiles	Insulin prom inh	sdo1 growth
10	COc1ccc2c(c1OC)C(=O)N1c3cccc(Cl)c3C(=O)OC21 (stereo not drawn)	x	-0.16
11	O=C(CC1CCCCC1)NCCCN1CCOCC1	-23	0.87
7	CCCCCn1ccc(=N)cc1	0	1.6
17	O=C(NCCc1nnc2ccc(NCc3ccc(Cl)cc3)nn12)c1ccccc1	-6	x
2	CC12CCC(=O)N1C(C(=O)OCC(=O)Nc1sccc1C#N)CS2 (stereo not drawn)	x	-0.25
3	Cc1nn(Cc2ccccc2)c(C)c1NC(=O)CSc1nnc(-c2cc(Cl)ccc2O)n1C	-35	1.1

New compounds follow.
The line under a structure holds: sdo1 growth	sdo1 growth Rescue 24 h	Insulin prom inh
21	CCc1cccc(C)c1NC(=O)COC(=O)C(NS(=O)(=O)c1ccc(Cl)cc1)C(C)O (stereo not drawn)
  -0.23	-1.1	-77
22	CC(C)CNC(=O)c1ccc(C2SCC(=O)N2Cc2ccccc2)cc1 (stereo not drawn)
  x	x	38
23	CCOC(=S)NC(=O)c1sc2ccccc2c1Cl
  2.6	2.1	-10
24	Cc1ccc2oc(=O)c(/C=C(\O)CC(C)C)nc2c1
  -0.49	-1.5	14
25	Cc1c(Cl)cccc1NC(=O)Cn1c(-c2ccc(F)cc2)noc1=O
  x	x	-54
26	O=S(=O)(NCc1cccs1)c1cccc2cccnc12
  0.34	0.41	x
27	COc1ccc(OCCSc2nnc(-c3ccccc3)n2N)cc1
  -0.91	-0.6	-7
28	CCN(CC)C(=O)c1c[nH]c2ccc(S(=O)(=O)Nc3cc(C)cc(C)c3)cc2c1=O
  0.52[9.2 µM]	0.36	x
29	Cc1ccc(CSc2nnc(-c3ccncc3)n2C)cc1
  -0.29	-0.57	-7
30	COc1ccc(NC2C=CS(=O)(=O)C2)c(OC)c1 (stereo not drawn)
  0.02	-0.32	46
31	Cc1ccc(S(=O)(=O)N2CC(O)CC2C(=O)NCc2ccc3c(c2)OCO3)cc1 (stereo not drawn)
  x	x	50
32	CCOc1cccc(C(=O)Nc2cnn(Cc3ccccc3)c2)c1
  -0.26	0.2	-42
33	CCOC(=O)c1sc(-c2ccccc2)cc1NC(=O)c1ccc(S(=O)(=O)N(CCOC)CCOC)cc1
  0.83	3.2	x
34	COc1ccccc1NC(=O)CSc1nc2ccccc2c(=O)n1CCNC(C)=O
  0.21&2.2	0.11&1.1	x
35	Cc1ccc(NC(=O)CC2NCCNC2=O)cc1Cl (stereo not drawn)
  x	x	5
36	CCOC(=O)c1c(NC(=O)CSc2nncs2)sc(C)c1C
  0.62	3	3
37	COc1cc(C(=O)Nc2ccc3c(c2)OCO3)ccc1-n1cnnn1
  -0.05	-0.09	x
38	O=C(NNC1CC(=O)N(c2ccccc2)C1=O)c1ccc(COc2ccccc2Cl)o1 (stereo not drawn)
  0.53	0.81	x
39	Cc1noc(C)c1CSc1nnc(-c2ccccc2)n1Cc1ccco1
  -0.04	-0.23	3
40	CN1CCN(CC(=O)Nc2cc(N3CCOCC3)ccc2[N+](=O)[O-])CC1
  0.67	0.07	-6
41	CCc1ccc(C(=O)CN2C(=O)NC(C)(CCc3ccccc3)C2=O)cc1 (stereo not drawn)
  -0.43	0	-78
42	CC12/C(=N/O)C3C4CC5C3/C(=N/O)C1C5C42 (stereo not drawn)
  1.2	0.55	x
43	CN(C)NC1CCS(=O)(=O)C1 (stereo not drawn)
  0.62	0.11	17
44	CCCc1nnc(NC(=O)Cn2c(=O)oc3ccccc32)s1
  0.53	-0.29	-6
45	COc1cc(OC)cc(C(=O)NCCC(=O)NCCc2ccc(OC)c(OC)c2)c1
  0.48	0.22	-24
46	Cc1ccc(C)c(NC(=O)C2=CCN(S(=O)(=O)c3ccc(F)cc3)CC2)c1
  1.1	0.8	-12
47	CC(C)CC(C(=O)NC(C)(C)C)N(Cc1cccs1)C(=O)c1snc(C(N)=O)c1N (stereo not drawn)
  x	x	-191
48	C=CCn1c(SCC)nc2sc3c(c2c1=O)CCc1ccccc1-3
  0.01	-0.38	0
49	NS(=O)(=O)c1cc(C(=O)OCC(=O)c2ccc3c(c2)OCCO3)ccc1Cl
  x	x	41
50	CCc1ccc(OCc2ccc(C(=O)NCc3ccccn3)o2)cc1
  -0.84	0.31	x
51	O=C(CC(C(=O)N1CCc2ccccc21)n1ccnc1)N1CCc2ccccc2C1 (stereo not drawn)
  -1.1	-1.5	46
52	COc1ccccc1NC(=S)NCCc1ccc(S(N)(=O)=O)cc1
  x	x	43
53	O=C(N/C(=C/c1ccc(Br)cc1)c1nc2ccccc2[nH]1)c1ccco1
  -1.4	-0.51	20
54	CSc1cccc(NC(=O)CCNC(=O)c2ccco2)c1
  x	x	46
55	O=C(Nc1cccc2c1C(=O)NC2=O)c1cccnc1Cl
  x	x	-19
56	COc1cccc(-c2nnn(CCC(=O)O)n2)c1
  1.5	1.6	43
57	O=C(NC(=O)c1ccccc1)OCCN1C(=O)c2ccccc2C1=O
  x	x	-6
58	O=C(c1ccccc1)N1CCC(O)(c2ccc3c(c2)OCO3)CC1
  0.18	0.42	29
59	COc1ccc(OC)c(NC(=O)CSc2nc3ccccc3c3nc4ccccc4n23)c1
  -1.1	-1.2	x
60	Cc1cccc(C)c1NC(=O)CNC(=O)C(NC(=O)c1ccc(C(C)(C)C)cc1)C(C)C (stereo not drawn)
  0.29	0.05	x

Sorted by number of heavy atoms (high to low): part of the list above.
The line under a structure holds: sdo1 growth	sdo1 growth Rescue 24 h	Insulin prom inh
57	O=C(NC(=O)c1ccccc1)OCCN1C(=O)c2ccccc2C1=O
  x	x	-6
54	CSc1cccc(NC(=O)CCNC(=O)c2ccco2)c1
  x	x	46
56	COc1cccc(-c2nnn(CCC(=O)O)n2)c1
  1.5	1.6	43

Next part
The line under a structure holds: sdo1 growth	sdo1 growth Rescue 24 h	Insulin prom inh
61	CC(=O)c1cccc(NC(=O)C23CC4CC(C2)CC(n2cncn2)(C4)C3)c1
  0.03	-1.1	14
62	CN(C)S(=O)(=O)c1ccc(C(=O)Nc2nnc(-c3ccco3)o2)cc1
  x	x	33
63	CC1CC(NS(=O)(=O)c2cccs2)CC(C)(C)C1 (stereo not drawn)
  -0.38	-0.27	-121
64	COc1ccccc1CNCC(O)Cn1c2ccccc2c2ccccc21 (stereo not drawn)
  -1.2	-0.4	2
65	COc1ccc(OC)c(S(=O)(=O)Nc2ccccc2F)c1
  0.46	0.32	-186
66	CC(C)(C)NC(=S)NCc1ccc2c(c1)OCO2
  -0.07	-0.59	-20
67	O=C(COC(=O)c1c2c(nc3ccccc13)/C(=C\c1cccs1)CCC2)Nc1ccccc1Cl
  0.64	0.45	-13
68	Cc1cnccc1CN(C)Cc1cn(C)nc1-c1ccc(Oc2ccccc2)cc1
  x	x	17
69	COC(=O)CSc1nc(-c2cccs2)ccc1C#N
  0.06	0.88	x
70	COc1ccc(-n2c(C)n[nH]c2=O)cc1
  -0.42	-1	14
71	COC(=O)c1c(NC(=O)C2CC=CCC2C(=O)O)sc(C(N)=O)c1C (stereo not drawn)
  0.91	0.9	14
72	CCc1ccc2nc3sc(C(=O)N4CCc5ccccc54)c(N)c3cc2c1
  -0.67	-0.2	x
73	Cn1c(NC(=O)CCc2ccccc2)cc(=O)n(C)c1=O
  -0.08	1.4	x
74	CCS(=O)(=O)N1Cc2ccccc2CC1C(=O)Nc1nccs1 (stereo not drawn)
  -0.04	-1.1	32
75	CCOc1ncccc1C(=O)OCC(=O)Nc1c(C)cccc1C
  0.09	-0.76	-56
76	CC(=O)Nc1ccc(NC(=O)C2c3ccccc3Oc3ccccc32)cc1
  x	x	-18
77	CC(C)CCNc1nc2c(c(=O)[nH]c(=O)n2C)n1CC(O)COC(C)C (stereo not drawn)
  0.43	0.24	21
78	Cc1cc(C)n2c(SCC(=O)NCc3ccco3)nnc2n1
  -0.25	-0.78	x
79	CC(NC(=O)COc1ccccc1)C(c1ccccc1)N1CCN(C)CC1 (stereo not drawn)
  -0.31	-0.68	-23
80	COC(=O)c1sc2ccccc2c1C(=O)OC
  -0.59[14.7 µM]	-0.5	x
81	O=C(NC(=S)Nc1ccc(Oc2ccc(Cl)cc2)cc1)c1ccccc1
  -1.3	-0.75	-27
82	COc1ccc(-c2nc(CCNC(=O)c3ccc(Br)o3)cs2)cc1
  -2.3	-1.2	x
83	CCn1c(NCc2c[nH]c3ccccc23)nc2ccccc21
  x	x	20
84	CCNC(=S)N1CCC(c2nc3ccccc3s2)CC1
  0.85	0.58	3
85	COc1ccc(CC2NCCC3(O)CCCCC23)cc1 (stereo not drawn)
  1.1	1.1	x
86	O=C(Nc1nc(-c2cc(Cl)sc2Cl)cs1)c1ccc(Br)s1
  -0.76	-1	27
87	CCOC(=O)N1CCN(C(=O)Cn2ncc3c2-c2ccccc2OC3)CC1
  1.6	2.1	x
88	Cc1nn(-c2ccccc2)c(Cl)c1C1C(C#N)=C(N)Oc2c1c(C)nn2-c1ccccc1 (stereo not drawn)
  -0.87	-0.39	-8
89	Cc1cc(SCn2nnc3ccccc3c2=O)nc2ccccc12
  -0.57	-0.63	30
90	CCS(=O)(=O)c1ccc2oc(=O)c(/C=C(\O)c3ccc(Cl)cc3)nc2c1
  x	x	42
91	C/C(NC(=O)c1ccccc1F)=C1\C(=O)C[C@@H]2[C@H]1C2(C)C
  -0.4	-0.11	x
92	O=[N+]([O-])c1ccc(-c2ccc(/C=N/Nc3nc(N4CCCCC4)nc(N4CCCCC4)n3)o2)cc1
  x	x	i
93	O=C(Nc1ccccc1)ON=C1c2ccccc2-c2ccccc21
  -1.6	-1.2	24
94	CO/N=C/c1ccc(N2CCOCC2)c([N+](=O)[O-])c1
  x	x	40
95	COc1cccc(NC(=O)C2C3C=CC4(O3)C2C(=O)N(C2CC2)C4C(=O)NC2CCCCC2C)c1 (stereo not drawn)
  1.8	2.9	i
96	Cc1cccc(C(=O)Nc2nnc(-c3ccncc3)o2)c1
  x	x	-28
97	COc1ccc(Nc2nc3ccccc3c(=O)s2)c(OC)c1
  0.08	-0.68	x
98	Cc1ccc(/C=C/C(=O)O)cc1S(=O)(=O)NCCCC(=O)O
  0.97	1.1	-84
99	N/C(=N\OC(=O)c1ccc([N+](=O)[O-])cc1)c1ccccn1
  x	x	40
100	O=C(NCC(F)(F)F)Nc1ccccn1
  1.4	-0.35	-25
